Screens (PubChem)
Growth percent in the NCI-60 one-dose screen (48 h, 10 µM unless noted): 100 = growth as untreated, 0 = no growth, -100 = all killed.
SF-539 – SF-539 CNS cancer; AID 1794752; 6.8% of 81,000 active
SNB-75 – SNB-75 CNS cancer; AID 1794750; 5% of 79,000 active
DU-145 – DU-145 prostate cancer | 4.2% of 81,000 active | AID 1794760
SW-620 – SW-620 colon cancer. 5.2% of 82,000 active
PC-3 – PC-3 prostate cancer cells; 3.9% of 80,000 active; AID 1794754
SNB-19 – SNB-19 CNS cancer cells; 2.5% of 81,000 active; AID 1794751
HCC-2998 – HCC-2998 colon cancer; 4.7% of 79,000 active; AID 1794799
HT29 – HT29 colon cancer; 7.4% of 81,000 active; AID 1794748
KM12 – KM12 colon cancer cells; AID 1794800; 5% of 82,000 active
An asterisk follows results filed as active; & = joins results of further samples; [ ] = another dose, or the depositor's remark. Rule for the calls: active = growth percent below 10; inactive = the rest. Hits appear at their usual frequency; about 11% have a hit in one of these screens.

`CC1(C)CC(=O)C2=C(C1)OC(C(=O)c1ccccc1)C2c1cccc(Oc2ccccc2)c1` (centres undefined) gave SF-539 63.9, SNB-75 40.7, DU-145 68.1, SW-620 54.2, PC-3 24.0, SNB-19 60.8, HCC-2998 71.9, HT29 43.1 and KM12 37.7.
Screening CN(C)c1ccc(-c2c(C#N)c(N)nn2C(=O)c2ccc(NC(=O)c3ccccn3)cc2)cc1 returned SF-539 92.0, SNB-75 102.1, DU-145 102.1, SW-620 92.8, PC-3 77.4, SNB-19 99.4, HCC-2998 95.2, HT29 113.2 and KM12 88.0.
For CC(=O)C(N)CC(C)C (centres undefined) the results were SF-539 98.8, SNB-75 92.3, DU-145 104.3, SW-620 101.0, PC-3 75.4, SNB-19 101.1, HCC-2998 101.3, HT29 105.1 and KM12 105.0.
Screening CC1(C)CC(=O)c2c(nn(-c3ccc(Br)cc3)c2-c2cn(-c3ccccc3)nc2-c2ccc([N+](=O)[O-])cc2)C1 returned SF-539 99.0, SNB-75 87.6, DU-145 99.2, SW-620 96.3, PC-3 66.6, SNB-19 90.6, HCC-2998 91.0, HT29 98.1 and KM12 88.9.
For CCCCC(N)(C(=O)O)C1CCCC1 (centres undefined) the results were SF-539 96.7, SNB-75 93.5, DU-145 122.4, SW-620 104.9, PC-3 92.2, SNB-19 99.9, HCC-2998 111.6, HT29 100.1 and KM12 112.6.
For COC(=O)CC[C@H](N)C(=O)O the results were SF-539 94.0[20 µM], SNB-75 64.7[20 µM], DU-145 102.5[20 µM], SW-620 101.7[20 µM], PC-3 97.3[20 µM], SNB-19 92.6[20 µM], HCC-2998 110.6[20 µM], HT29 100.5[20 µM] and KM12 100.0[20 µM].
`Clc1ccc2c(NC3CCC(N4CCOCC4)CC3)ccnc2c1` (centres undefined) gave SF-539 91.4, SNB-75 82.7, DU-145 90.9, SW-620 85.4, PC-3 62.3, SNB-19 79.3, HCC-2998 77.8, HT29 84.7 and KM12 96.4.
`O=C1CSC(=S)N1c1ccc(Cl)cc1` gave SF-539 104.3, SNB-75 78.9, DU-145 106.8, SW-620 104.5, PC-3 91.5, SNB-19 98.0, HCC-2998 98.9, HT29 105.1 and KM12 99.0.
Screening N#CC1=C(c2c[nH]c3ccccc23)Nc2nc(N)[nH]c(=O)c2C1c1ccc(Cl)cc1 (centres undefined) returned SF-539 86.8, SNB-75 35.4, DU-145 113.1, SW-620 90.4, PC-3 82.0, SNB-19 77.9, HCC-2998 95.5, HT29 95.2 and KM12 78.2.
Screening CC1(C)CNC(C2CCC=CO2)O1 (centres undefined) returned SF-539 95.7, SNB-75 89.9, DU-145 112.2, SW-620 102.8, PC-3 85.3, SNB-19 98.4, HCC-2998 97.0, HT29 100.0 and KM12 103.4.
For COc1ccc(CNc2nc3nc[nH]c3c(=O)n2C)cc1OC the results were SF-539 90.4, SNB-75 72.4, DU-145 120.9, SW-620 105.1, PC-3 94.7, SNB-19 95.2, HCC-2998 101.9, HT29 100.5 and KM12 104.9.
Cc1cc(-c2ccccc2)cc(C)n1 was read as SF-539 101.6, SNB-75 86.1, DU-145 125.0, SW-620 109.0, PC-3 96.6, SNB-19 99.4, HCC-2998 106.9, HT29 99.0 and KM12 112.3.
Screening COc1ccc(N/N=C/c2ccc3c(c2)Sc2ccccc2N3C)cc1 returned SF-539 57.1, SNB-75 73.5, DU-145 58.7, SW-620 27.1, PC-3 44.4, SNB-19 81.1, HCC-2998 85.0, HT29 98.6 and KM12 16.9.
For Cc1sc2nc(/C=C/c3ccc(Cl)cc3)[nH]c(=O)c2c1C the results were SF-539 81.1, SNB-75 95.6, DU-145 106.5, SW-620 98.4, PC-3 92.6, SNB-19 110.1, HCC-2998 108.7, HT29 100.2 and KM12 116.1.
Screening COc1ccccc1/C=C1\Oc2cc(O)ccc2C1=O returned SF-539 100.2, SNB-75 106.1, DU-145 109.5, SW-620 108.4, PC-3 110.4, SNB-19 100.5, HCC-2998 109.2, HT29 112.3 and KM12 106.3.
For COc1nc2c(cc1S(=O)(=O)c1ccccc1)CCc1c-2cnn1-c1ccccc1Cl the results were SF-539 60.5, SNB-75 50.9, DU-145 90.8, SW-620 79.1, PC-3 35.9, SNB-19 64.5, HCC-2998 77.7, HT29 36.9 and KM12 49.7.
`C#CCNCCN1C(=O)c2ccc3c4c(ccc(c24)C1=O)C(=O)N(CCNCC#C)C3=O` gave SF-539 47.7, SNB-75 75.4, DU-145 54.7, SW-620 26.9, PC-3 47.7, SNB-19 46.0, HCC-2998 13.2, HT29 2.1* and KM12 30.9.
O=C1c2ccccc2NC(c2cn(-c3ccccc3)nc2-c2cccnc2)N1Cc1ccccc1 (centres undefined) was read as SF-539 95.6, SNB-75 92.9, DU-145 100.9, SW-620 105.2, PC-3 76.5, SNB-19 109.4, HCC-2998 97.2, HT29 84.5 and KM12 91.5.
COc1cc2c(=O)n(CC3CCCCC3)c3c4cc[nH]c4ncc3c2cc1OC was read as SF-539 -7.6*, DU-145 50.3, SW-620 30.3, PC-3 43.4, SNB-19 57.5, HCC-2998 62.3, HT29 32.0 and KM12 19.0.
O=C(Cc1ccccc1)Nc1ccccc1 was read as SF-539 106.6, SNB-75 95.9, DU-145 103.4, SW-620 101.4, PC-3 99.6, SNB-19 104.5, HCC-2998 113.2, HT29 102.3 and KM12 99.8.
COc1ccc(CCNc2nc3sc4c(c3c(=O)[nH]2)CCCC4)cc1OC was read as SF-539 97.4, SNB-75 102.9, DU-145 104.7, SW-620 111.6, PC-3 89.6, SNB-19 93.7, HCC-2998 118.2, HT29 100.6 and KM12 106.9.
`CCCCN(C)N=Nc1ccc(C(N)=O)cc1` gave SF-539 106.5, SNB-75 97.3, DU-145 113.2, SW-620 103.8, PC-3 103.2, SNB-19 105.4, HCC-2998 101.2, HT29 106.9 and KM12 106.7.
CCN(C(=O)Nc1ccccc1Cl)c1ccccc1 was read as SF-539 104.2, SNB-75 116.8, DU-145 109.2, SW-620 108.5, PC-3 94.6, SNB-19 102.6, HCC-2998 111.2, HT29 101.2 and KM12 105.2.
`O=C(CNc1nc(-c2cccc([N+](=O)[O-])c2)cs1)Nc1ccc(Br)cc1` gave SF-539 103.1, SNB-75 95.4, DU-145 113.8, SW-620 109.6, PC-3 100.4, SNB-19 103.1, HCC-2998 112.7, HT29 111.9 and KM12 102.0.
NC(N)=NNC(=O)Cc1ccc(Cl)cc1 was read as SF-539 99.0, SNB-75 97.2, DU-145 121.0, SW-620 100.5, PC-3 86.0, SNB-19 101.3, HCC-2998 97.6, HT29 103.2 and KM12 112.6.
`CNC(=O)n1cc(Cl)ccc1=O` gave SF-539 100.4, SNB-75 88.6, DU-145 113.1, SW-620 107.1, PC-3 100.2, SNB-19 98.3, HCC-2998 114.7, HT29 107.9 and KM12 107.6.
CCOC(=O)c1c(C)nc2c(c1N)C(=O)C(=O)N2c1ccccc1 was read as SF-539 101.2, SNB-75 88.1, DU-145 104.5, SW-620 101.8, PC-3 79.2, SNB-19 106.0, HCC-2998 101.9, HT29 82.7 and KM12 99.5.
Screening COc1ccc(N2CCN(Cc3nnc4n(Cc5ccccc5)c(=O)c5c6c(sc5n34)CCCC6)CC2)cc1 returned SF-539 100.6, SNB-75 83.6, DU-145 104.2, SW-620 111.2, PC-3 86.7, SNB-19 112.1, HCC-2998 100.1, HT29 88.3 and KM12 99.8.
`N#Cc1ccccc1-c1ccc(CN2C(=O)S/C(=C\c3cccc(Oc4ccccc4)c3)C2=O)cc1` gave SF-539 99.1, SNB-75 91.3, DU-145 107.4, SW-620 99.1, PC-3 102.5, SNB-19 96.8, HCC-2998 110.1, HT29 115.3 and KM12 96.9.
For CC(=O)Oc1cc(C(C)C)c(OCCN(C)C)cc1C the results were SF-539 99.6&111.9, SNB-75 89.9&101.8, DU-145 118.2&123.5, SW-620 100.5&103.7, PC-3 102.5&92.0, SNB-19 98.2&105.0, HCC-2998 113.4&99.6, HT29 114.6&109.8 and KM12 110.1&101.8.
For CNCCC(Oc1ccc(C(F)(F)F)cc1)c1ccccc1 (centres undefined) the results were SF-539 99.3, SNB-75 81.4, DU-145 98.5, SW-620 100.9, PC-3 80.3, SNB-19 88.3, HCC-2998 32.2, HT29 72.9 and KM12 91.6.
`COc1cc(C2CC(c3ccccc3)=Nc3c(N)nc(N)nc3N2)ccc1Oc1nc(Nc2ccc(F)cc2)nc(N(C)C)n1` (centres undefined) gave SF-539 63.0, SNB-75 61.0, DU-145 48.0, SW-620 44.6, PC-3 40.7, SNB-19 62.2, HCC-2998 47.7, HT29 24.7 and KM12 31.6.
CN1C(=O)N(C)C2Nn3c(s/c(=C4\C(=O)Nc5ccccc54)c3=O)=NC21 (centres undefined) was read as SF-539 86.9, SNB-75 72.2, DU-145 104.2, SW-620 92.1, PC-3 82.6, SNB-19 93.0, HCC-2998 101.7, HT29 106.0 and KM12 99.4.
`COc1ccc(OC)c(-c2nc3ccc(-c4nc5ccc(N6CCN(C)CC6)cc5[nH]4)cc3[nH]2)c1` gave SF-539 97.5, SNB-75 74.1, DU-145 107.5, SW-620 102.4, PC-3 99.2, SNB-19 102.6, HCC-2998 101.8, HT29 76.7 and KM12 104.8.
For CC(C)(C)c1cc(NCc2ccc(F)cc2)n(-c2ccccc2)n1 the results were SF-539 89.4, SNB-75 85.6, DU-145 113.1, SW-620 87.3, PC-3 93.6, SNB-19 88.6, HCC-2998 115.4, HT29 91.1 and KM12 97.9.
For Brc1ccc(-c2csc(Nc3nc(-c4ccc(Br)cc4)cs3)n2)cc1 the results were SF-539 100.4, SNB-75 88.7, DU-145 104.9, SW-620 86.6, PC-3 61.8, SNB-19 104.8, HCC-2998 83.1, HT29 88.2 and KM12 79.0.
Cc1ncc2c(n1)NC(=O)NC2 was read as SF-539 111.2, SNB-75 99.3, SW-620 106.7, PC-3 99.0, SNB-19 102.9, HCC-2998 89.1 and HT29 116.9.
Screening CC1OC(OC2C(OC3C[C@@]4(C)C(C[C@H](O)[C@H]5[C@H](C6(C)CCC(C(C)(C)O)O6)CCC54C)[C@]4(C)CC[C@@H](O)C(C)(C)C34)OC(CO)C(O)C2O)C(O)C(O)C1O (some centres undefined) (tested in a mixture with another compound) returned SF-539 107.7, SNB-75 96.0, DU-145 99.2, SW-620 100.4, PC-3 117.0, SNB-19 116.1, HT29 103.6 and KM12 96.2.
Screening CCn1c(=S)sc2c(Nc3ccc(F)cc3)nc(-c3cccnc3)nc21 returned SF-539 41.5, SNB-75 13.7, DU-145 77.5, SW-620 90.6, PC-3 56.0, SNB-19 78.9, HCC-2998 86.1, HT29 41.6 and KM12 69.7.
Cc1nc(-c2ccccc2)cc2c(O)c(C(=O)N/N=C/C=C/c3ccccc3)[nH]c(=O)c12 was read as SF-539 103.6, SNB-75 91.5, DU-145 110.7, SW-620 106.1, PC-3 98.7, SNB-19 107.8, HT29 107.1 and KM12 112.4.
Screening O=C1c2cccnc2C(=O)c2c1c(C(=O)NCCn1ccnc1)c1ccccn21 returned SF-539 10.0*, SNB-75 37.3, DU-145 29.9, SW-620 12.9, PC-3 8.7*, SNB-19 30.8, HCC-2998 22.4, HT29 7.2* and KM12 31.3.
Cc1cc(=O)oc2cc(OCC(O)CNN3C(=O)c4cccc5c(N6CCN(c7ccccc7)CC6)ccc(c45)C3=O)ccc12 (centres undefined) was read as SF-539 106.1, SNB-75 106.6, DU-145 109.8, SW-620 104.1, PC-3 105.0, SNB-19 95.0, HCC-2998 115.2, HT29 110.3 and KM12 108.3.
`CCC(C)[C@@H]1NC(=O)[C@@H]2CCCN2C(=O)[C@H](Cc2ccccc2)NC(=O)[C@@H]2CCCN2C(=O)[C@H](Cc2ccccc2)NC(=O)[C@@H]2CCCN2C(=O)[C@H](Cc2ccccc2)NC1=O` (some centres undefined) gave SF-539 108.5, SNB-75 76.7, DU-145 118.5, SW-620 104.8, PC-3 90.7, SNB-19 103.1, HCC-2998 106.1, HT29 112.8 and KM12 120.8.
CC(C)(C)c1ccc(S(=O)(=O)Oc2ccc(NC(=O)C3CCCCC3)cc2)cc1 was read as SF-539 73.2, SNB-75 80.1, DU-145 59.2, SW-620 51.9, PC-3 22.3, SNB-19 49.2, HCC-2998 51.8, HT29 44.9 and KM12 31.7.
`COc1ccc(NC(=O)[C@H](CO)NC(=O)OC(C)(C)C)cc1C(=O)Nc1cccc(C2CC(=O)c3c(cc(OC)c(OC)c3OC)O2)c1` (some centres undefined) gave SF-539 79.1, SNB-75 51.4, DU-145 58.4, SW-620 73.9, PC-3 49.8, SNB-19 69.2, HCC-2998 83.0, HT29 49.4 and KM12 43.8.

Reprinted from the results shown, 5 compounds:
Screening CC1OC(OC2C(OC3C[C@@]4(C)C(C[C@H](O)[C@H]5[C@H](C6(C)CCC(C(C)(C)O)O6)CCC54C)[C@]4(C)CC[C@@H](O)C(C)(C)C34)OC(CO)C(O)C2O)C(O)C(O)C1O (some centres undefined) (tested in a mixture with another compound) returned SF-539 107.7, SNB-75 96.0, DU-145 99.2, SW-620 100.4, PC-3 117.0, SNB-19 116.1, HT29 103.6 and KM12 96.2.
Screening CCn1c(=S)sc2c(Nc3ccc(F)cc3)nc(-c3cccnc3)nc21 returned SF-539 41.5, SNB-75 13.7, DU-145 77.5, SW-620 90.6, PC-3 56.0, SNB-19 78.9, HCC-2998 86.1, HT29 41.6 and KM12 69.7.
Cc1nc(-c2ccccc2)cc2c(O)c(C(=O)N/N=C/C=C/c3ccccc3)[nH]c(=O)c12 was read as SF-539 103.6, SNB-75 91.5, DU-145 110.7, SW-620 106.1, PC-3 98.7, SNB-19 107.8, HT29 107.1 and KM12 112.4.
Screening O=C1c2cccnc2C(=O)c2c1c(C(=O)NCCn1ccnc1)c1ccccn21 returned SF-539 10.0*, SNB-75 37.3, DU-145 29.9, SW-620 12.9, PC-3 8.7*, SNB-19 30.8, HCC-2998 22.4, HT29 7.2* and KM12 31.3.
Cc1cc(=O)oc2cc(OCC(O)CNN3C(=O)c4cccc5c(N6CCN(c7ccccc7)CC6)ccc(c45)C3=O)ccc12 (centres undefined) was read as SF-539 106.1, SNB-75 106.6, DU-145 109.8, SW-620 104.1, PC-3 105.0, SNB-19 95.0, HCC-2998 115.2, HT29 110.3 and KM12 108.3.
